# Assay outcomes as filed in PubChem BioAssay.
# S2 tox: Viability Counterscreen for Primary qHTS for Inhibitors of ATXN expression. S2 cells (HEK-293 line with an ATXN2-luciferase reporter) viability, CellTiter-Fluor protease fluorescence, 24 h. 400,000 compounds, 0.49% hits. Potency, µM (highest dose often 56.7 µM), hits mostly cytotoxic; also: potency is read from the fitted curve at half-maximal effect; nearly all actives have a fitted effect of over 40% in size
# MCF10A rereplic: A quantitative high throughput screen for small molecules that induce DNA re-replication in MCF 10a normal breast cells | MCF 10A DNA re-replication, Hoechst nuclear intensity, 48 h | Potency, µM (titrated, usually from 46.1 µM), inactives show at the top dose activity, positive = re-replication, most hits filed as activators | 350,000 compounds, 2.9% hits; also: potency is read from the fitted curve at half-maximal effect; % of control where 0% means no effect; nearly all actives have a fitted effect of over 50% in size
# IL-1B inflam inh: qHTS for Inhibitors of Inflammasome Signaling: IL-1-beta AlphaLISA Primary Screen | 360,000 compounds, 4.7% hits | activity change, % at 57.5 µM | THP-1 LPS/ATP IL-1B secretion, AlphaLISA, 16 h; hits give low values; in the data active = activity change below about -50%; inconclusive = mostly about -30% to -49%; also: % is scaled to controls: 0 for no effect and ±100 for the full control effect
#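 Secreted IL-1B measured by AlphaLISA bead assay after 16 h compound exposure of THP-1 cells; compounds (final up to 57.5 uM) added 1 h before LPS (250 ng/mL) and ATP (1.25 mM) stimulation; lower signal means less secretion.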
# HepG2 viability: qHTS for Inhibitors of TGF-b: Cytotox Counterscreen. HepG2 CAGA-GFP viability, ATP luminescence, 18 h. 410,000 compounds, 0.76% hits. AID 588856, 2011. Potency, µM (doses to about 46.1 µM), for the others: at the highest dose activity change, negative = cytotoxicity, most hits filed as cytotoxic; also: potency is read from the fitted curve at half-maximal effect; some results filed as inactive show a strong effect at the top dose
#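 HepG2 CAGA-GFP cells (1000/well, DMEM with 1% FBS) received compound, then TGF-beta at 500 pg/mL final, and were incubated 18 hours at 37 degrees C. Viability was read by CellTiter-Glo luminescence. Media-only wells were set as complete cell-killing and DMSO as no toxicity.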
# TGFb inhibitor: qHTS for Inhibitors of TGF-b | HepG2 CAGA-GFP TGF-b/SMAD3 reporter, GFP fluorescence, 18 h; TGF-beta stimulated, 500 pg/mL final | Potency, µM (series often up to 46.1 µM), for the others: at the top dose activity, negative = inhibition, usual class: inhibitors | 410,000 compounds, 1.2% hits | AID 588855, 2011; also: potency is read from the fitted curve at half-maximal effect; % is scaled to controls: 0 for no effect and ±100 for the full control effect; nearly all actives have a fitted effect of over 65% in size
#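 Inhibition was scored as loss of TGF-beta-induced (500 pg/mL final, 18 hours, 37 degrees C) GFP in HEPG2 cells carrying a CAGA-GFP reporter, in DMEM with 1% FBS. Well GFP was summed per cell; Activity was normalised to unstimulated and stimulated DMSO wells, then concentration-response fitting.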
# Nrf2 inh: Nrf2 qHTS screen for inhibitors; A549 ARE-Fluc reporter, luciferase luminescence, 18-24 h; Potency, µM (top dose mostly 46 µM), inactives show at the highest dose activity change, negative = inhibition, actives largely listed as inhibitors; 360,000 compounds, 2.1% hits; AID 504444, 2011; also: potency is read from the fitted curve at half-maximal effect; % is scaled to controls: 0 for no effect and ±100 for the full control effect; nearly all actives have a fitted effect of over 60% in size
#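 A549 ARE_Fluc cells (5000/well, 5% FBS OPTI-MEM) pre-incubated 2 h, then treated with compounds 18-24 h at 37C/5% CO2 in concentration-response. CellTiter-Fluor viability read first; BugLite luciferase luminescence after 15 min at room temperature gives Nrf2 activity.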
# A549 viability: Nrf2 qHTS screen for inhibitors: counterscreen for cytotoxicity | A549 ARE-Fluc cells, CellTiter-Fluor viability, 18-24 h | 390,000 compounds, 0.16% hits | Potency, µM (series often up to 46 µM), for inactives: at the top dose activity change, negative = cytotoxicity, most hits filed as inhibitors; also: potency is read from the fitted curve at half-maximal effect; % is scaled to controls: 0 for no effect and ±100 for the full control effect
#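 A549 ARE-Fluc cells in 5% FBS OPTI-MEM, 5000 cells/well, rested 2 h then exposed to compounds in concentration-response for 18-24 h at 37 °C. Viability by CellTiter-Fluor fluorescence (Ex 405/Em 525) after 30 min; luciferase luminescence (BugLite, 15 min, RT) read afterwards.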
# Nrf2 ARE act: qHTS of Nrf2 Activators; AID 624171, 2012; Potency, µM (doses to about 46.1 µM), inactives show at the highest dose activation, most hits filed as activators; AREc32 ARE-luciferase reporter (MCF7-derived line), luminescence, 24 h; 410,000 compounds, 0.31% hits; also: potency is read from the fitted curve at half-maximal effect; % of control where 0% means no effect; nearly all actives have a fitted effect of over 65% in size
#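 Cells of the AREc32 ARE-luciferase line are plated in OPTI-MEM containing 5% FBS and left overnight at 37 deg C. Compounds are pinned in, incubation continues 24 hr, and firefly luciferase signal is then measured.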
# ATXN2 expr inh: Primary qHTS for Inhibitors of ATXN expression. HEK-293 ATXN2-luciferase reporter, luminescence, 24 h. Potency, µM (top dose mostly 57 µM), without a hit: top-dose activity change, negative = inhibition, most hits filed as inhibitors. 360,000 compounds, 0.72% hits; also: potency is read from the fitted curve at half-maximal effect; % is scaled to controls: 0 for no effect and ±100 for the full control effect; nearly all actives have a fitted effect of over 55% in size
#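 qHTS (up to 57 uM final) was run with 24 h compound exposure of reporter cells at 37 °C. Each well was multiplexed: SteadyGlo luminescence measured ATXN2-luciferase expression after a fluorogenic Gly-Phe-AFC viability readout (25 uM final).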
# * hit, by the source's call; i = inactive; ? = inconclusive; / = no result given; & = joins results of further samples; [ ] = another dose, or the depositor's remark. Unless noted, calls follow the shape of the dose curve; as a rule, active = well fitted curve in the direction sought with a large enough effect; inconclusive = small, poorly fitted or top-dose-only effect, or another doubt; inactive = no such curve, though single readings can be large; an effect the other way counts as inactive or inconclusive.
SMILES	A549 viability	Nrf2 ARE act	Nrf2 inh	TGFb inhibitor	HepG2 viability	MCF10A rereplic	S2 tox	IL-1B inflam inh	ATXN2 expr inh
CSCCC(NC(=O)c1ccccc1Cl)C(=O)N(C)Cc1cccs1 (stereo not given)	-3%	-0.3%	-6%	-25%	2%	-2%	?	3	2%
CCCC(=O)n1nc(NCc2ccc(OC)cc2)nc1NCc1ccc(OC)cc1	-16%	-0.6%	4%	-12%	-2%	17%	?	15	9%
CCOC(=O)c1ccc(NC(=O)COCc2cc(-c3ccc4c(c3)OCO4)on2)cc1	8%	-1.1%	0%	12%	5%	/	/	/	/
Cc1sc2ncn(CC(=O)N3CCN(c4ccc(F)cc4)CC3)c(=O)c2c1S(=O)(=O)N1CCN(c2ncccn2)CC1	-14%	0.6%	-18%	-21%	-14%	/	i	/	-10%
CC(C)(C)OC(=O)N(Cc1ccccc1)Cc1cccc(OCc2cccc(NC(=O)C3CC3)c2)c1	-6%	6.2%	26µM*	?	-21%	-38%[inhibitor]	i	?	-25%
COC(=O)[C@H]1C[C@@]2(O)CN(S(=O)(=O)c3ccc(C)cc3)C[C@@]2(OC(=O)Nc2cccs2)C[C@H]1C(=O)OC	/	7.0%	/	-21%	-29%	/	i	?	12%
Cc1nn(Cc2ccc(Cl)c(Cl)c2)c(C)c1NC(=O)c1cc(-c2ccco2)on1	-14%	2.9%	-19%	-6%	-23%	?	i	-4	-13%
O=C(NN=Cc1ccccc1OC(F)F)c1ccc(NS(=O)(=O)c2cccs2)cc1	0%	2.9%	?	-12%	-16%	9%	i	0	-22%
CC(C)(C)OC(=O)NC(CCNC=C1C(=O)OC(C)(C)OC1=O)C(=O)O (stereo not given)	-13%[1.84 µM]	0.4%	?	0%	5%	-7%	i	-9	-3%
CCc1nc(N[C@@H](CC(C)C)C(=O)O)c2oc3ccccc3c2n1	9%	-0.5%	-11%	2%	-32%	-4%	i	18	-4%
COc1ccc(OC)c(CNC(=O)C2CCN(S(=O)(=O)N3CCCCC3)CC2)c1	2%&1%	0.2%&-0.2%	1%	3%&-7%	11%&-3%	0%	i	-4	-15%
Cc1ccc(C)c(N2CCN(C(=O)CCc3nc(-c4ccccc4)no3)CC2)c1	8%	0.1%	?	?	-48%	?	i	-1	23%
CCC(c1nnnn1CCc1ccccc1)N1CCN(C(=O)c2ccco2)CC1 (stereo not given)	3%	-0.5%	-11%	-3%	4%	4%	i	-9	-2%
O=C(CCc1nc2sc3c(c2c(=O)[nH]1)CCCC3)NCCc1ccc(Cl)cc1	/	1.8%	/	-13%	-2%	/	?	17	/
CS(=O)(=O)N1CCN(C(=O)c2ccc(-c3ccccc3)cc2)CC1	-2%	-1.2%	-11%	0%	2%	-4%	i	-4	-1%
Cc1ccc(NC(=S)NCC2CCCO2)cc1 (stereo not given)	-1%	1.7%	/	-1%	-39%	3%	i	-7	39%
CCOC(=O)C/C(C)=N/NC(=O)C1CC1(c1ccccc1)c1ccccc1 (stereo not given)	0%	4.2%	1%	-29%	0%	?	i	2	2%
CC[C@]12c3[nH]c4cc(-c5ccco5)ccc4c3CCN1C(=O)[C@@H](CC(=O)NCCc1ccccn1)C[C@@H]2C(=O)N1CCN(C(=O)C2CC2)CC1	7%	9.5%	17%	?	-2%	-75%[inhibitor]	i	-23	-3%
COc1ccc(NC(=S)N2CCCN(Cc3cccc(Cl)c3)C2)cc1	7%	0.2%	-18%	-8%	-3%	?	i	-64*	-16%
CC(=O)c1cccc(NC(=O)CN2CCN(S(=O)(=O)/C=C/c3ccccc3)CC2)c1	0%	0.0%	?	-10%	-9%	9%	i	0	1%
CNC(=S)Nc1ccc(OCc2ccccc2)cc1	12%	0.1%	16%	16%	-13%	-5%	/	7	2%
Cc1cc(C)c(NC(=S)N(CCc2ccncc2)C(C)C)c(C)c1	16%	-0.4%	?	-7%	-2%	-1%	i	0	/
O=C(CNC(=O)c1ccccc1)OCc1cc(=O)n2ccsc2n1	8%	-1.0%	12%	-25%	-10%	/	i	/	2%
O=C(O)CSc1cc(C(=O)c2ccccc2O)cn2c(=O)c3c(-c4ccccc4)csc3nc12	0%	2.8%	2%	?	1%	5.2µM*	i	15	/
CCOc1ccc(N(CC(=O)Nc2ccc(CC)cc2)S(=O)(=O)c2c(C)[nH]c(=O)[nH]c2=O)cc1	?	3.0%	10%	-3%	-18%	-10%	i	29	/
Cc1ccc2c(c1)CCCN2C(=O)c1ccco1	-5%	-0.2%	15%	-9%	-23%	3%	i	13	-16%
CCOc1ccc(C2C(C(=O)Nc3ccc(F)cc3)=C(C)Nc3nc(CCCO)nn32)cc1 (stereo not given)	2%	-0.5%	-14%	-1%	8%	26%	i	5	9%
Cc1c(NS(=O)(=O)c2cccc3nsnc23)c(=O)n(-c2ccccc2)n1C	17%	0.4%	15%	17%	2%	-6%	i	6	6%
COc1ccc(CNC(=O)c2cc3sccc3n2C)cc1	1%	4.5%	?	/	1%	/	/	/	/
O=C(O)CC(CCc1ccccc1)OC1OC(CO)C(O)C(O)C1O (stereo not given)	-5%	-0.1%	?	-2%	4%	21%	i	-13	3%
CCOC(=O)Nc1ccc(S(=O)(=O)NCc2ccccc2)cc1	-1%	-0.6%	?	-6%	-5%	25%	i	-4	-13%
Cc1ccccc1CN1CCC(CNC(=O)Nc2ccc(F)cc2F)CC1	3%	-0.1%	5%	0%	-13%	0%	i	?	-12%
NC(=O)c1cc(C(=O)Cc2ccc(Cl)cc2)c[nH]1	-3%	0.7%	14%	12%	5%	1%	i	-4	42%[activator]
Cc1ccc(C(=O)NC2c3ccccc3-c3ccccc32)cc1	-4%	-0.1%	9%	4%	10%	0%	?	14	-13%
OCCN1CCN(c2nnc(-c3ccccc3)c3ccccc23)CC1	1%	-0.4%	-3%	-3%	-8%	-1%	i	24	-2%
O=C(CSc1nnc2ccc3ccccc3n12)Nc1ccccc1Cl	1%	6.4%	10%	-17%	-1%	/	/	/	/
O=C1c2ccccc2CN1CCNS(=O)(=O)c1ccc(Cl)cc1	-6%	-0.1%	-18%	34%	-20%	0%	i	5	-6%
Cc1ccccc1C(=O)Nc1nc2nc(-c3ccccc3)cc(=O)n2[nH]1	6%	-0.3%	17%	?	8%	/	i	/	7%
CC(C)Cn1c(=O)c(C(=O)Nc2ccccc2S(N)(=O)=O)c(O)c2ccccc21	?	3.0%	?	?	-23%	?	i	-12	?
C#CCOCCOCCOCCNc1nc(N2CCN(C(=O)[C@H](CO)n3cc([C@@H](N)C(C)C)nn3)CC2)nc(N2CCN(C(=O)[C@H](CO)n3cc([C@@H](N)C(C)C)nn3)CC2)n1	0%	-0.9%	9%	-20%	9%	-3%	i	9	4%
CC1=NN(c2ccccc2C)C(=O)C1	-1%	-0.1%	-10%	20%	0%	1%	i	12	-10%
Cc1ccc(NC(=O)c2ccc3nc[nH]c3c2)c(O)c1	-3%	16%	-1%	?	15%	2%	i	25	28%
COc1ccc(OCc2nnc(SCC(=O)NCC3CCCO3)n2N)cc1 (stereo not given)	1%	-1.1%	2%	13%	-24%	7%	i	1	-7%
CC(C)c1ccc(N(CC(=O)NCCSCc2ccco2)S(C)(=O)=O)cc1	-9%	0.3%	6%	?	-6%	2%	i	-8	-23%
Cc1csc(NC(=O)CSc2nnc3c4ccccc4nc(C(C)(C)C)n23)n1	?	-0.7%	?	?	-52%	-4%	?	30	?
COc1cccc(-c2nn(C)c3sc(C(=O)N4CCN(c5cccc(C)c5)C(C)C4)cc23)c1 (stereo not given)	-8%	-0.8%	?	-16%	-21%	/	?	/	?
COC(=O)c1ccc(OC(=O)c2cnccn2)cc1	-3%	0.5%	-2%	1%	2%	-41%[inhibitor]	i	8	-1%
O=C(NCC1CCCO1)c1ccccc1NS(=O)(=O)c1cc([N+](=O)[O-])ccc1Cl (stereo not given)	-12%	8.6%	-23%	0%	-9%	6%	i	32	-1%
CCOC(=O)c1oc2c(c1C)/C(=N/O)CCC2	-9%	4.5%	12%	-4%	-4%	4%	i	-18	47%[activator]
COc1cccc(C=NNC(=O)c2ccncc2)c1O	-3%	-0.9%	-3%	14%	-11%	?	i	185	10µM*
CC(C)=C1C2CCC1C(C(=O)NCCc1ccccc1)C2C(=O)O (stereo not given)	1%	0.3%	-4%	6%	-102%	8%	i	-7	-10%
O=C(Nc1ccc2c(c1)OCCO2)C(c1ccnc2ccccc12)N1CCC(Cc2ccccc2)CC1 (stereo not given)	/	4.4%	/	?	1%	/	i	3	10%
CSc1ncc(Cl)c(C(=O)Nc2ccccc2[N+](=O)[O-])n1	6%	2.3%	4%	8%	-16%	-3%	i	5	3%

# Among those listed so far, 2 have a nitro group on carbon:
SMILES	A549 viability	Nrf2 ARE act	Nrf2 inh	TGFb inhibitor	HepG2 viability	MCF10A rereplic	S2 tox	IL-1B inflam inh	ATXN2 expr inh
O=C(NCC1CCCO1)c1ccccc1NS(=O)(=O)c1cc([N+](=O)[O-])ccc1Cl (stereo not given)	-12%	8.6%	-23%	0%	-9%	6%	i	32	-1%
CSc1ncc(Cl)c(C(=O)Nc2ccccc2[N+](=O)[O-])n1	6%	2.3%	4%	8%	-16%	-3%	i	5	3%
